# Compound activity: PubChem BioAssay, Southern Research Specialized Biocontainment Screening Center
# tuberculosis growth: growth inhibition of non-replicating M. tuberculosis (AID 488890). Mycobacterium tuberculosis non-replicating, growth inhibition; higher % means a stronger effect. one-dose inhibition, % at 25 µM; IC50 in µM for titrated hits. hit rate 0.39% among 320,000; in the data active = a potency from the dose series; inconclusive = inhibition mostly from about 82% at the one dose, without a potency; inactive = the rest, 99 in 100 with inhibition below about 76%;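 also: plate controls were DMSO cells for no effect and high antibiotic wells for full effect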
# VEEV TC-83 Vero: inhibitors of VEEV TC-83 cytopathic effect, confirmation, Vero cells (AID 588727). Vero cells, VEEV TC-83 cytopathic effect inhibition; higher % means a stronger effect. inhibition, % at 20 µM, or IC50 in µM where a hit was titrated. hit rate 0.13% among 350,000; in the data active = a potency from the dose series; inconclusive = inhibition mostly from about 14% at the one dose, without a potency; inactive = the rest, 99 in 100 with inhibition below about 12%; also: strong numbers were not always called active
# M. tuberculosis HTS: M. tuberculosis growth inhibition, HTS (AID 449762). M. tuberculosis H37Rv growth inhibition, 7H9 media; higher % means a stronger effect. hit rate 0.59% among 330,000. inhibition, % at 25 µM, or IC50 in µM where a hit was titrated; in the data active = a potency from the dose series; inconclusive = inhibition above about 70% without an active follow-up result;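 also: bacterial growth assessed after seven days of incubation; strong numbers were not always called active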
# PhoP GFP inhibition: Inhibition of PhoP regulon, Salmonella typhi GFP reporter cells, confirmation, 4 h (AID 1850); Salmonella Typhi PhoP-promoter GFP reporter, fluorescence, 4 h; higher % means a stronger effect; one-dose inhibition, % at 50 µM; IC50 in µM for titrated hits; hit rate 0.33% among 310,000; in the data active = a potency from the dose series; inconclusive = inhibition mostly from about 25% at the one dose, without a potency; inactive = the rest, 99 in 100 with inhibition below about 19%;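 also: 0% = induced wells with vehicle and 100% = uninduced wells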
# influenza NS1A: NS1A inhibition, H1N1 influenza, cell based functional assay (AID 504329); NS1A functional cell-based assay, percent inhibition; higher % means a stronger effect; inhibition, % at 12.5 µM, or IC50 in µM where a hit was titrated; hit rate 0.3% among 340,000; in the data active = a potency from the dose series; inconclusive = inhibition above about 27% without an active follow-up result; also: strong numbers were not always called active
# VEEV TC-83 Vero 10K pilot screen: also measured in VEEV TC-83 Vero; calls as there; inhibition, %; measured here: 10K pilot screen inhibition
# Active calls of the source: *; i = inactive; ? = inconclusive; nt = no result given; & = joins results of further samples.
SMILES,tuberculosis growth,VEEV TC-83 Vero,M. tuberculosis HTS,PhoP GFP inhibition,influenza NS1A,others
O=c1[nH]c(-c2ccccc2O)nc2c1CCCC2,2%,2.0%,-6%,-2%,23%,
Cc1ccc(NS(=O)(=O)c2ccc3[nH]c(=O)[nH]c3c2)c(C)c1,-1%,1.9%,7%,-1%,7%,
C[C@]12CC[C@H]3[C@@H](CCC4=CC(=O)CC[C@@H]43)[C@@H]1CC[C@@H]2O,11%,0.3%,-1%,nt,12%,
CCSc1nc2ccccc2c(=O)n1-c1c(C)n(C)n(-c2ccccc2)c1=O,-6%,0.5%,-3%,7%,3%,
COC(=O)CSc1nc(-c2ccc(F)cc2)cc(C(F)(F)F)n1,39%,0.6%,5%,-20%,-2%,
CCN1CCN(C(=O)CCc2nnc(CCCCc3ccccc3)o2)[C@@H](C)C1=O,-11%,0.5%,-1%,11%,-5%,
Cc1ccc(-c2nnc(SCC(=O)N3CCCC3)o2)cc1C,?,4.4%,?,-5%,-3%,
CN(C)CCNC(=O)c1cccc2[nH]c(-c3ccncc3)nc12,nt,i,nt,nt,-20%,
CC(=O)Nc1ccc(SCC(=O)Nc2ccc(Cl)cn2)cc1,23%,2.3%,5%,8%,-3%,
CC(OC(=O)C1CC1)C(=O)Nc1cc(Cl)cc(Cl)c1 (configuration not stated),18%,1.6%,8%,nt,1%,
CCc1nnc(NC(=O)C2CCCN(S(=O)(=O)c3ccccc3)C2)s1 (configuration not stated),-11%,0.4%,-11%,-10%,-1%,
CC1NCCC2(O)CCCCC12 (configuration not stated),10%,0.2%,5%,-2%,17%,
CN(Cc1ccccc1)C(=O)CCC1CCN(S(=O)(=O)N(C)C)CC1,-9%,0.5%,-2%,-3%,9%,
O=C(OC1CCCC1)c1ccc(Cl)cc1Cl,nt,i,nt,nt,-2%,
COc1ccc(N2CCN(C(=O)COC(=O)c3cc(S(=O)(=O)N(C)C)ccc3N3CCCC3)CC2)cc1,3%,0.6%,7%,-5%,4%,
COc1ccc(Oc2c(C=O)c3ccccc3n2C)cc1,42%,7.1%,3%,-3%,-14%,
O=C(c1cccc(F)c1F)N1CCCc2ccccc21,20%,0.9%,8%,-5%,-1%,
N#C/C(=C(/O)COC(=O)c1ccc(Cl)c(S(=O)(=O)N2CCOCC2)c1)c1nc2ccccc2[nH]1,-1%,2.0%,-5%,-6%,0%,
COc1ccc(N2CCN(C(=O)CSc3nnc(NC(=O)C4CC4)s3)CC2)cc1,-2%,1.4%,0%,4%,2%,
Cc1nc(-n2nnc3cc(C)c(C)cc32)c2c3c(sc2n1)CCCC3,9%,2.4%,-9%,-19%,4%,
COc1cccc2c1C(CO)N1C(C#N)C3CC(C(=O)O)C(C1C2)N3C (configuration not stated),2.1µM*,1.2%,2.7µM*,5%,3%,
COc1ccc(/C=C/C(=O)NC(=S)NN2CCCCC2c2cccnc2)cc1OC (configuration not stated),-20%,0.4%,6%,0%,6%,
NC(=O)OCC(COC(N)=O)c1ccccc1,-1%&-1%,0.1%&1.8%,1%&-5%,-2%&2%&-3%,-3%&-2%,
COc1ccc(NC(=O)O/N=C/c2ccccc2)cc1,72%,0.8%,1%,-3%,-5%,
CC(C)c1nnc(SCc2ccc(CSc3nnc(C(C)C)n3N)cc2)n1N,-19%,0.1%,-1%,-3%,4%,
# Remaining list, next part.
SMILES,tuberculosis growth,VEEV TC-83 Vero,M. tuberculosis HTS,PhoP GFP inhibition,influenza NS1A,others
COC(=O)N1c2ccccc2CCc2ccccc21,-3%,i,4%,-11%,-5%,
CC(OC(=O)c1snc(C(=O)NC2CCCCC2)c1N)C(=O)NC1CCCCC1 (configuration not stated),-12%,3.0%,-3%,1%,6%,
O=C(c1ccncc1)N(Cc1cc2ccccc2[nH]c1=O)C1CCCCC1,9%,i,-2%,0%,5%,VEEV TC-83 Vero 10K pilot screen=2.4
CC(C)Nc1nnc(SCC(=O)Nc2ccc(F)cc2)s1,8%,0.9%,9%,-6%,-2%,
CCCC(C)C(=O)NC1CCSC1=O (configuration not stated),-5%,i,-5%,1%,-21%,
Cc1cc(CNC(=S)Nc2cccc(Cl)c2Cl)nn1C,64%,i,-4%,3%,-7%,
CC1CCN(C(=O)CSc2nnc(CNC(=O)c3c(F)cccc3F)o2)CC1,-12%,2.8%,-18%,-8%,-3%,
Cc1csc(=O)n1CC(=O)OCc1nnc(-c2ccc([N+](=O)[O-])cc2)o1,-9%,7.0%,-14%,nt,-4%,
Cc1ccc(CNC(=O)COC(=O)c2cccnc2Cl)cc1,5%,i,-4%,nt,0%,
c1ccc(CN2CCOCC2)cc1,-3%,0.2%,-8%,-2%,-3%,
COc1ccc(C2CC(c3cccc(C(F)(F)F)c3)=NN2c2ccc(S(N)(=O)=O)cc2)cc1 (configuration not stated),nt,i,nt,nt,-18%,
Cc1ccc(S(=O)(=O)Nc2ccc(N3CCOCC3)nc2)cc1,-3%,1.6%,-10%,1%,2%,
CC(=O)N/C(=C/c1ccc2c(c1)OCO2)C(=O)Nc1ccccc1,3%,i,2%,-10%,-12%,
Cc1ccc(S(=O)(=O)N2CC(O)C2)cc1,10%,i,-6%,-5%,-2%,VEEV TC-83 Vero 10K pilot screen=0.9
CCCCNC(=O)C(Sc1ccccc1)c1ccccc1 (configuration not stated),6%,0.4%,-4%,-6%,-2%,
O=C(CC1SC(=NCCc2ccccc2)N(/N=C/c2cccs2)C1=O)Nc1ccc(Cl)cc1 (configuration not stated),17%,1.5%,-7%,-3%,0%,
CNC(=S)c1cc(C(C)(C)C)c(O)c(C(C)(C)C)c1,32%,4.9%,-4%,-9%,-2%,
COc1ccc(C2/C=C\CN(C(=O)c3ccc(C)cc3)[C@H](Cc3ccccc3)C(=O)N2Cc2ccc(F)cc2)cc1 (some centres not stated),26%,i,3%,2%,-9%,
O=C(CNC(=O)c1ccc(F)cc1)N/N=C/c1cccnc1,-9%,4.0%,-1%,10%,8%,
Cc1cccc(NS(=O)(=O)c2ccc3c(c2)oc(=O)n3C)c1C,-13%,1.6%,0%,-8%,-2%,
CCOC(=O)N/N=C/c1cc(C)n(-c2cccc3ccccc23)c1C,22%,0.2%,-2%,-10%,2%,
O=C(c1ccc(Cl)cc1)c1cc([N+](=O)[O-])ccc1N1CCOCC1,-2%,2.5%,-2%,9%,14%,
C/C(=N\NC(=O)CNC(=O)c1ccncc1)c1ccc(C)cc1,-14%,0.6%,-8%,4%,0%,
COc1cc(NC(=O)c2ccc(-c3ccc(Br)cc3)o2)ccc1NC(=O)C(C)C,-15%,1.0%,8%,-1%,-8%,
CC(C)Oc1ccc(C(=O)NC2(C(F)(F)F)NC(=O)N(CCCc3ccccc3)C2=O)cc1 (configuration not stated),5%,i,-5%,-3%,-4%,
# Other structures follow.
SMILES,tuberculosis growth,VEEV TC-83 Vero,M. tuberculosis HTS,PhoP GFP inhibition,influenza NS1A,others
O=C1CCN(Cc2cccnc2)CCN1[C@H](CO)Cc1ccccc1,-3%,0.2%,0%,2%,-5%,VEEV TC-83 Vero 10K pilot screen=0.5
c1nc2nc3c(c(N4CCOCC4)n2n1)CCCC3,-14%,0.2%,-14%,-9%,2%,
COc1ccc(NC(=O)CN(c2cc(C)cc(C)c2)S(=O)(=O)c2c(C)noc2C)cc1OC,nt,1.8%,-9%,-4%,1%,
COc1ccc(NC(=O)CSc2nnc(Cc3cccn3C)n2-c2ccc(F)cc2)cc1,29%,0.5%,-5%,3%,5%,
COc1ccc2cc(CCOC3CCCCO3)ncc2c1 (configuration not stated),19%,0.6%,-3%,nt,-2%,
C=CCOC(=O)C1=C(C)NC(SC)=C(C#N)C1c1cccs1 (configuration not stated),28%,4.0%,-4%,0%,2%,
COc1cc2c(cc1OC)CN(C(=O)CSc1n[nH]c(N)n1)CC2,-17%,2.2%,-12%,4%,-1%,
COc1cccc(CNC(=O)CCC2CCCN(c3cc(C)nc(N)n3)C2)c1 (configuration not stated),9%,0.8%,0%,-7%,4%,
O=c1nc2n(c3sc4c(c13)CCCC4)C(CBr)CS2 (configuration not stated),22%,2.0%,-15%,-6%,2%,
COc1ccc(OC)c(C(=O)CSc2nnc(Cc3cccs3)n2CCc2ccccc2)c1,50%,i,10%,-5%,20%,
Cn1nc(C(=O)NCCN2CCOCC2)c2ccccc2c1=O,-5%,1.6%,-3%,-3%,0%,
Cc1ccc(-c2cc(C(=O)NN=C3CCCC3)c3ccccc3n2)cc1,-5%,i,4%,-3%,-6%,
C[C@]12CC[C@@H]3c4ccc(O)cc4CC[C@H]3[C@@H]1CCC2=O,8%,i,3%,-4%,8%,
COc1ccc(N2C(=O)C(CC(=O)O)S/C2=N\N=C\c2cccs2)cc1 (configuration not stated),2%,0.4%,5%,-3%,3%,
C#CCOCCOCCOCCNc1nc(N2CCN(C(=O)CCCCCCCCCCNC(=O)[C@@H](CCC(=O)O)n3cc(CCCCCN)nn3)CC2)nc(N2CCN(C(=O)CCCCCCCCCCNC(=O)[C@H](CCCCN)n3cc(C[C@@H](C)CC)nn3)CC2)n1,56%,0.3%,?,-7%,22%,
CC1(C2CC2)NC(=O)N(CC(=O)Nc2ccccc2F)C1=O (configuration not stated),nt,0.7%,nt,nt,7%,
CC(C)Nc1nc(NC(C)C)nc(C(N)=O)n1,4%,3.0%,0%,-1%,-5%,
Cc1ccc2nc3c(nc2c1)-c1ccccc1C3=O,77%,3.4%,34%,-8%,12%,
CC(=O)NC(NC(=S)Nc1ccc(N=Nc2ccccc2C)cc1C)C(Cl)(Cl)Cl (configuration not stated),33%,7.0%,17%,3%,7%,
COc1ccc(-c2ccc3ccccc3n2)cc1OC,24%,5.7%,?,-21%,-5%,
O=C(COC(=O)C1CCCCC1)NCc1ccc(Cl)cc1,64%,1.6%,3%,nt,-5%,
S=C(Cc1ccccc1)Nc1ccccc1,nt,2.1%,nt,nt,-14%,
C=CCn1c(CNc2ccc(C)cc2)nnc1SCC(=O)N/N=C/c1ccc(O)cc1,20%,1.5%,-5%,12%,6%,
COc1ccc(S(=O)(=O)N2CCCCCC2)cc1NC(=O)CN1C(=O)NC(C)(c2ccc(C)cc2)C1=O (configuration not stated),38%,0.6%,30%,1%,4%,
COc1ccc(C)cc1NC(=O)Cn1c(=O)oc2ccccc21,-7%,i,11%,-8%,-23%,
# Additional results follow.
SMILES,tuberculosis growth,VEEV TC-83 Vero,M. tuberculosis HTS,PhoP GFP inhibition,influenza NS1A,others
Cc1cc(C)n(S(=O)(=O)c2ccccc2[N+](=O)[O-])n1,3%,i,3%,-2%,2%,
Cc1ccc2c(c1)N(CCCC(=O)NCc1ccc3c(c1)OCO3)C(=O)CO2,nt,0.7%,-7%,6%,-1%,
Cc1ccc(S(=O)(=O)N(CC(=O)Nc2cccc(C(F)(F)F)c2)C(=O)N2CCN(C)CC2)cc1,-4%,1.7%,-11%,13%,0%,
Cc1ccnc(N2C(=O)c3ccccc3C2Nc2ccccc2Cl)c1 (configuration not stated),21%,0.9%,3%,8%,-3%,
O=C(N/N=C/C=C\c1ccccc1[N+](=O)[O-])c1cc(-c2ccccc2)nc2ccccc12,11%,1.0%,47%,-6%,-6%,
CCOC(=O)N1CCN(C(=O)c2ccccc2Oc2ccccc2)CC1,-8%,3.7%,-18%,2%,2%,
CC(=NCCCO)c1c(O)n(Cc2ccccc2)c(=O)[nH]c1=O,12%,1.3%,0%,8%,-7%,
CN(C)N=Nc1ccc(S(=O)(=O)/N=C(\O)c2ccccc2)cc1,36%,0.0%,5%,-7%,-1%,
CCC(=O)Nc1cc(Cl)ccc1N1CCN(C(=O)CC)CC1,23%,0.8%,-3%,13%,-7%,
CC1=C([N+](=O)[O-])C(c2ccc(Cl)cc2)NC(=O)N1C (configuration not stated),0%,0.5%,9%,5%,-2%,

# Molecules listed so far with an NH in an aromatic ring:
SMILES,tuberculosis growth,VEEV TC-83 Vero,M. tuberculosis HTS,PhoP GFP inhibition,influenza NS1A,others
O=c1[nH]c(-c2ccccc2O)nc2c1CCCC2,2%,2.0%,-6%,-2%,23%,
Cc1ccc(NS(=O)(=O)c2ccc3[nH]c(=O)[nH]c3c2)c(C)c1,-1%,1.9%,7%,-1%,7%,
CN(C)CCNC(=O)c1cccc2[nH]c(-c3ccncc3)nc12,nt,i,nt,nt,-20%,
N#C/C(=C(/O)COC(=O)c1ccc(Cl)c(S(=O)(=O)N2CCOCC2)c1)c1nc2ccccc2[nH]1,-1%,2.0%,-5%,-6%,0%,
O=C(c1ccncc1)N(Cc1cc2ccccc2[nH]c1=O)C1CCCCC1,9%,i,-2%,0%,5%,VEEV TC-83 Vero 10K pilot screen=2.4
COc1cc2c(cc1OC)CN(C(=O)CSc1n[nH]c(N)n1)CC2,-17%,2.2%,-12%,4%,-1%,
CC(=NCCCO)c1c(O)n(Cc2ccccc2)c(=O)[nH]c1=O,12%,1.3%,0%,8%,-7%,
